Screens from PubChem BioAssay.
GRK2 aptamer HTS: blocks RNA aptamer binding to human GRK2 | 0.59% of 330,000 active | inhibition of aptamer binding, % at 10 µM | bead flow cytometry, FAM-aptamer displacement from GRK2;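 active means inhibition of aptamer binding above 40%, roughly 3 SD of noise, on plates passing a quality check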;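 further: median bead fluorescence of bound FAM aptamer so fluorescent compounds give negative values; no value below 0 was filed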
MEP2 TOR yeast: alters MEP2-GFP fluorescence in TOR pathway yeast screen. S. cerevisiae MEP2-GFP strain, flow cytometry GFP, 3 h; 100% = DMSO control level. GFP response vs DMSO, % at 10 µM. AID 2016. 0.51% of 330,000 active;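 active means GFP response versus DMSO above a set limit, roughly screen mean plus 3 SD, cut at about 180% in these data; inconclusive means fewer than 70 cells counted for a yeast strain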;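 further: median GFP fluorescence of the barcode-gated MEP2-GFP cells per well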
RPL19A TOR yeast: alters RPL19A-GFP fluorescence in TOR pathway yeast screen; S. cerevisiae RPL19A-GFP strain, flow cytometry, 3 h; active compounds read low; percent response vs DMSO, % at 10 µM; 0.3% of 330,000 active; AID 2025;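 active means percent response vs DMSO below 50%; inconclusive means fewer than 70 events counted for the yeast strain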;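 further: median channel GFP fluorescence of the barcoded RPL19A-GFP strain; ratio of sample median GFP to plate DMSO average so 100% = DMSO; lower means less RPL19A-GFP as with rapamycin TOR inhibition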
AGP1-GFP MLPCN: modulators of TOR pathway AGP1-GFP in S. cerevisiae; S. cerevisiae AGP1-GFP multiplex flow cytometry, 3 h; GFP as percent of DMSO wells; GFP response vs DMSO, % at 10 µM; 0.02% of 320,000 active; AID 2066;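 active means GFP response relative to DMSO above a set limit, near screen average plus 3 SD, cut at about 150% in these data; inconclusive means fewer than 70 cells counted for the yeast strain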;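 further: median GFP channel fluorescence of the gated AGP1 strain per well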
VLA-4 inh: inhibition in a human VLA-4 binding assay. P13612. VLA-4 expressing cells, ligand binding flow cytometry. inhibition, % (about 7 µM as worked out from the volumes in the protocol). 0.2% of 330,000 active. AID 2557; in the data active means inhibition above about 50%
Target sequence (P13612 whole entry, looked up): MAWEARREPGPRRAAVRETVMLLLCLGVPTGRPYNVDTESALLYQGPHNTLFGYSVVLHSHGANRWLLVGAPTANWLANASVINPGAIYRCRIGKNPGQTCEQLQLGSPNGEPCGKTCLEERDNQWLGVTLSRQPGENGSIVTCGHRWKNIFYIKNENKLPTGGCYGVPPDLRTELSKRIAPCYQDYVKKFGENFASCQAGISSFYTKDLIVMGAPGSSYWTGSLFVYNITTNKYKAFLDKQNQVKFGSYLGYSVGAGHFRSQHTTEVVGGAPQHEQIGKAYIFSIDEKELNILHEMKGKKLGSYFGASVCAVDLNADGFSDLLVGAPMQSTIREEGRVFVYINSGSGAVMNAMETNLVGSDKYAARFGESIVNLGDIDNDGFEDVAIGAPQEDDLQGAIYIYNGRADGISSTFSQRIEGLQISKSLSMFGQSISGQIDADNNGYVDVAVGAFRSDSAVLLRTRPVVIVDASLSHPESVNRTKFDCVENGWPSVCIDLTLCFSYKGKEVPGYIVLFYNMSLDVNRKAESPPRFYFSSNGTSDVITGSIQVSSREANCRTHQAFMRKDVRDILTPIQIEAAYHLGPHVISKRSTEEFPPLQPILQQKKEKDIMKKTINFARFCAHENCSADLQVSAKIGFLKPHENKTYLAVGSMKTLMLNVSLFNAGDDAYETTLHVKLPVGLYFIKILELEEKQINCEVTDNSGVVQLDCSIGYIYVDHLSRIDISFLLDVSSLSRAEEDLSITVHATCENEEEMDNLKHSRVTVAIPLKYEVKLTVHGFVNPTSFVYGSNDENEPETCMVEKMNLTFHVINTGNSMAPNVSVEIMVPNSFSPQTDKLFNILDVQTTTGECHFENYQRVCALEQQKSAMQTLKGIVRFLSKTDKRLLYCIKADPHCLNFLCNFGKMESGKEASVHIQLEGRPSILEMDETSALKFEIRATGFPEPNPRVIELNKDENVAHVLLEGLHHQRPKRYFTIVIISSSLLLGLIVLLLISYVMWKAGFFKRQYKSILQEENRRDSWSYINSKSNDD
CIT2-GFP yeast: modulators of TOR pathway CIT2-GFP in S. cerevisiae; S. cerevisiae CIT2-GFP strain, flow cytometry, 3 h; 100 means same as DMSO wells; GFP response vs DMSO, % at 10 µM; 0.065% of 320,000 active;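 active means GFP response relative to DMSO above a set limit, near the screen mean plus 3 SD, cut at about 150% in these data; inconclusive means Fewer than 70 cells measured for a yeast strain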;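 further: ratio of well median GFP fluorescence to mean of DMSO wells on the plate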
LAP4-GFP MLPCN: alters LAP4-GFP fluorescence in TOR pathway yeast screen | S. cerevisiae LAP4-GFP multiplex, flow cytometry GFP, 3 h; median GFP as percent of DMSO wells | GFP response vs DMSO, % at 10 µM | AID 2023 | 0.34% of 320,000 active;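 active means GFP response vs DMSO above a set limit, about the screen mean plus 3 SD, cut at about 150% in these data; inconclusive means under 70 cell events counted for the yeast strain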
CR mimetic SO: caloric restriction mimetics inhibiting age-related superoxide in yeast | superoxide response (% of plate mean), % at 10 µM | AID 2690 | 0.18% of 330,000 active | S. cerevisiae aged cells, superoxide DHE fluorescence; active compounds read low;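 active means superoxide response under a set limit, about three screen SD below normal, cut at about 65% in these data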;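 further: yeast aged for seven days with compound at 30 °C before DHE staining; 100% = average MFI of all compound-treated wells on the plate with controls excluded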
The depositor's hits bear a star; ? = inconclusive; / = not tested or not shown; [ ] = another dose, or the depositor's remark.

entry	SMILES	CIT2-GFP yeast	RPL19A TOR yeast	AGP1-GFP MLPCN	VLA-4 inh	MEP2 TOR yeast	CR mimetic SO	LAP4-GFP MLPCN	GRK2 aptamer HTS
1	Cc1c(NC(=O)C(C)Sc2ncnc3ccccc23)c(=O)n(-c2ccccc2)n1C (stereo unspecified)	98	99	104	4	97	87	98	0
2	CCOC(=O)COc1nc(-c2ccc(C)cc2)cc(-c2ccco2)c1C#N	91	95	97	8	94	110	102	0
3	Cc1ccc2cc(CN(CC3CCCO3)S(=O)(=O)c3c(C)ccc4nsnc34)c(=O)[nH]c2c1 (stereo unspecified)	100	103	110	-2	108	117	111	2
4	CC(=O)c1ccc(N2CCN(C(=O)c3nn(Cc4ccccc4)c(=O)c4ccccc34)CC2)cc1	93	103	98	15	98	94	98	0
5	CC(C)(C)c1cc(C(=O)N/N=C/c2ccco2)n[nH]1	106	101	103	24	93	89	93	4
6	CCCCC(=O)Nc1ccc(Br)cn1	/	100	110	-9	109	117	98	0
7	CSc1nsc(SCC(=O)N2CCCc3ccccc32)n1	89	96	102	8	98	89	102	0
8	Cn1c(=O)c2c(nc(Br)n2C)n(C)c1=O	114	92	107	29	118	102	119	0
9	CC1CN(C(=O)c2nn(C)cc2[N+](=O)[O-])CC(C)O1 (stereo unspecified)	98	97	95	5	98	101	94	0
10	CCOc1ccccc1NC(=S)NCc1ccco1	109	105	111	1	119	106	99	0
11	COc1ccc2c(c1)c(=O)oc1cc(O)ccc12	84	90	80	-35	98	109	101	0
12	COc1ccc(CNC(=O)Cn2ccc(NC(=O)OCc3ccccc3)nc2=O)cc1	93	95	94	5	94	121	90	2
13	C=C(C)CSc1nnc(CCCCCNC(=O)OC(C)(C)C)o1	102	104	107	11	112	96	108	0
14	COc1ccccc1-n1cc(C(=O)c2cc(Cl)ccc2O)cc(C#N)c1=O	94	93	99	3	97	117	102	0
15	O=C(COc1ccc(Cl)cc1Br)OCC(=O)c1ccc[nH]1	92	91	97	8	93	119	91	0
16	COc1ccc([N+](=O)[O-])cc1N(CC(=O)N1CCCCC1)S(C)(=O)=O	101	98	101	-6	104	87	99	4
17	COc1ccc(CCn2c(C)nc3c(c(=O)c4ccccc4n3C)c2=O)cc1	90	103	94	7	92	96	85	0
18	CC(=O)c1ccc(OCCOc2ccc(Cl)c3cccnc23)cc1	88	95	100	4	100	90	109	3
19	Cc1ccccc1OCCNc1cc(N2CCNCC2)ccc1[N+](=O)[O-]	94	110	98	20	97	114	113	0
20	COc1ccccc1NC(=O)CSc1nnc(Cn2cnc3ccccc32)o1	108	98	102	6	97	96	99	1
21	Cc1cc(C)c(NC(=O)CN(C)C(=O)CNC(=O)c2cccs2)c(C)c1	88	98	98	-1	97	107	101	0
22	CC(C)(C)NCC1(CO)SC(N)=NC1=O (stereo unspecified)	103	102	107	7	102	101	96	0
23	COc1ccc2nc(SCC(=O)N3CCNC3=O)[nH]c2c1	97	92	100	-14	98	101	97	1
24	O=C1c2oc3ccccc3c(=O)c2C(c2cccc(F)c2)N1CCCO (stereo unspecified)	96	/	100	3	96	115	90	1
25	Nc1nc(SCC(=O)Nc2ncc(C(F)(F)F)cc2Cl)n[nH]1	105	96	106	8	99	105	105	6
26	CCOc1ccc(S(=O)(=O)NCCC(=O)NCC(c2ccccc2OC)N2CCCC2)cc1 (stereo unspecified)	89	109	85	-6	103	117	89	0
27	C/C(CC1CC2=C(CC1(C)C)C(C)(C)CCC2)=N\NC(N)=S (stereo unspecified)	101	98	104	-2	105	96	112	0
28	O=C(c1ccccc1)N(Cc1ccc(F)cc1)Cc1nc2ccccc2c(=O)[nH]1	77	113	84	-4	90	95	81	1
29	COc1c(Cl)ccc(Cl)c1C(=O)OCC(=O)O	111	105	111	7	113	96	103	1
30	Cc1noc(C)c1S(=O)(=O)N(C)Cc1ccccc1	83	91	94	-13	93	102	92	0
31	COc1ccc(OC)c(S(=O)(=O)n2ccc(C)n2)c1	?	85[may fluoresce violet]	13[may fluoresce violet]	-13	259*[may fluoresce violet]	86	85[may fluoresce violet]	3
32	C[C@H]1CC[C@H]2C(=O)N[C@H](Cc3ccccc3)C(=O)N2[C@@H]1c1ccccc1	97	98	105	-8	102	92	92	3
33	O=c1cc[nH]c2cc(C(F)(F)F)ccc12	97	99	108	-8	103	95	99	2
34	CCOC(=O)c1c(NC(=O)CSc2nc3ccc(OC)cc3[nH]2)sc2c1CC(C)(C)NC2(C)C	95	98	106	1	100	100	104	0
35	Cc1ccc(N(CC(=O)N2CCN(C3CCCCC3)CC2)S(=O)(=O)c2cccnc2)cc1	108	103	104	-7	114	96	106	1
36	CCO[C@H]1c2c(ccc3ccc(=O)oc23)OC(C)(C)[C@@H]1O	95	103	94	0	101	90	96	0
37	COc1ccc(NC(=O)C(=O)Nc2cccc3cccnc23)c(OC)c1	101	101	94	21	100	90	84	0
38	Cc1[nH]c2ccccc2c1C(c1ccncc1)N1CCCCC1 (stereo unspecified)	105	103	97	5	101	94	101	0
39	Cc1ccc(C2CC(c3cccs3)=NN2C(=O)CSc2nc3ccccc3o2)cc1 (stereo unspecified)	102	105	101	3	97	105	91	3
40	CCn1ccnc1CN(C)Cc1c(C(=O)N2C[C@@H](C)O[C@@H](C)C2)nc2ccc(Cl)cn12	106	105	84	0	98	96	65	1

Some of these compounds in order of their number in GRK2 aptamer HTS, high to low:
cpd | molecule | CIT2-GFP yeast | RPL19A TOR yeast | AGP1-GFP MLPCN | VLA-4 inh | MEP2 TOR yeast | LAP4-GFP MLPCN | GRK2 aptamer HTS
33 | O=c1cc[nH]c2cc(C(F)(F)F)ccc12 | 97 | 99 | 108 | -8 | 103 | 99 | 2
40 | CCn1ccnc1CN(C)Cc1c(C(=O)N2C[C@@H](C)O[C@@H](C)C2)nc2ccc(Cl)cn12 | 106 | 105 | 84 | 0 | 98 | 65 | 1
38 | Cc1[nH]c2ccccc2c1C(c1ccncc1)N1CCCCC1 (stereo unspecified) | 105 | 103 | 97 | 5 | 101 | 101 | 0

Later entries
entry	SMILES	CIT2-GFP yeast	RPL19A TOR yeast	AGP1-GFP MLPCN	VLA-4 inh	MEP2 TOR yeast	CR mimetic SO	LAP4-GFP MLPCN	GRK2 aptamer HTS
41	CCOc1cc(C)c(S(=O)(=O)Nc2ccc(F)cc2)cc1C	99	99	99	16	105	93	106	0
42	O=C(CCc1nnc(-c2ccccc2)o1)NCc1c(F)cccc1F	85	89	87	7	88	99	89	0
43	CCOc1ccc2[nH]cc(C(=O)NCCc3ccccc3)c(=O)c2c1	107	99	96	-12	97	90	86	0
44	COc1ccc(C)cc1N(CC(=O)O)S(=O)(=O)c1ccc(C)cc1	101	97	97	-5	115	88	95	0
45	COc1cc2c(cc1OC)/C(=C/C(=O)c1ccccc1F)NCC2	97	102	87	-10	109	99	90	6
46	CCCCn1c(N)c(N(CC)C(=O)/C=C/c2ccco2)c(=O)[nH]c1=O	102	97	103	2	95	86	106	0
47	COc1cccc(CC(=O)OC(C)C(=O)Nc2ccc(Cl)cn2)c1 (stereo unspecified)	95	98	99	6	97	112	99	0
48	O=C(NCCCN1CCOCC1)c1ccc2c(=O)n(CCc3ccccc3)c(=O)[nH]c2c1	100	97	102	2	100	94	95	0

Entries listed so far that have bromine:
entry	SMILES	CIT2-GFP yeast	RPL19A TOR yeast	AGP1-GFP MLPCN	VLA-4 inh	MEP2 TOR yeast	CR mimetic SO	LAP4-GFP MLPCN	GRK2 aptamer HTS
6	CCCCC(=O)Nc1ccc(Br)cn1	/	100	110	-9	109	117	98	0
8	Cn1c(=O)c2c(nc(Br)n2C)n(C)c1=O	114	92	107	29	118	102	119	0
15	O=C(COc1ccc(Cl)cc1Br)OCC(=O)c1ccc[nH]1	92	91	97	8	93	119	91	0

Further entries follow:
entry	SMILES	CIT2-GFP yeast	RPL19A TOR yeast	AGP1-GFP MLPCN	VLA-4 inh	MEP2 TOR yeast	CR mimetic SO	LAP4-GFP MLPCN	GRK2 aptamer HTS
49	COCCNC(=O)CN(Cc1ccccc1)S(=O)(=O)c1ccc2nc(C)sc2c1	107	107	103	5	111	100	97	2
50	O=C(NC1=NCCS1)c1ccc(Cl)c(S(=O)(=O)N2CCc3ccccc32)c1	89	98	100	7	103	124	97	3
51	CCOCCCNC(=O)C1CCN(C(=O)N(C)C)CC1	94	97	95	27	99	105	94	2
52	COCCOC(=O)C1=C(C)N(Cc2ccccc2)C(=O)NC1c1ccc(OC)cc1 (stereo unspecified)	96	98	101	28	105	104	103	0
53	O=C(O)c1ccc(S(=O)(=O)N2CCC(NC(=O)C3CCCCC3)CC2)cc1	102	97	98	10	99	97	92	1
54	O=C(Cn1cc2c(n1)CCCC2)NCC1CCCO1 (stereo unspecified)	103	100	106	-15	104	98	100	0
55	Cc1ccc(OCC(=O)N2CCC3(CC2)CC(=O)c2ccccc2O3)cc1	103	97	97	-16	98	95	95	0
56	COC(=O)c1c(C)cc(O)c(C=O)c1O	99	106	106	6	109	93	102	1

Single records, from the list above. Order of screens: CIT2-GFP yeast | RPL19A TOR yeast | AGP1-GFP MLPCN | VLA-4 inh | MEP2 TOR yeast | CR mimetic SO | LAP4-GFP MLPCN | GRK2 aptamer HTS
Record of `Cc1ccc(OCC(=O)N2CCC3(CC2)CC(=O)c2ccccc2O3)cc1` : 103 | 97 | 97 | -16 | 98 | 95 | 95 | 0
Record of `COCCOC(=O)C1=C(C)N(Cc2ccccc2)C(=O)NC1c1ccc(OC)cc1` (stereo unspecified) : 96 | 98 | 101 | 28 | 105 | 104 | 103 | 0

Quoted from the listing.
Result for no. 55 in VLA-4 inh: -16
Result for no. 49 in CIT2-GFP yeast: 107

Continuation:
entry	SMILES	CIT2-GFP yeast	RPL19A TOR yeast	AGP1-GFP MLPCN	VLA-4 inh	MEP2 TOR yeast	CR mimetic SO	LAP4-GFP MLPCN	GRK2 aptamer HTS
57	O=C(NC1CCCC1)C(c1cccnc1)N(Cc1ccccc1)C(=O)c1csnn1 (stereo unspecified)	99	102	103	3	105	98	106	1
58	CCn1c(C(=O)O)c(CC(=O)NC2CCCCCC2)c2ccccc21	104	109	106	6	110	109	98	0
59	CC(=O)Nc1ccc(S(=O)(=O)Nc2nnc(C(C)C)s2)cc1	92	93	78	13	90	103	89	1
60	CCOC(=O)Cc1csc(SCc2cc(=O)oc3cc(O)ccc23)n1	96	97	93	-20	93	89	85	0
61	O=C(N/N=C/c1cccnc1)c1ccccc1NS(=O)(=O)c1cccs1	102	113	101	1	107	97	92	0
62	Cc1ccc(NC(=O)c2ccccc2OCc2ccc([N+](=O)[O-])cc2)nc1	91	94	91	1	107	97	91	1
63	CN(Cc1cnccn1)C(=O)CC1C(=O)NCCN1Cc1cccc(Oc2ccccc2)c1 (stereo unspecified)	89	96	99	-6	91	94	110	0
64	CN(CC(=O)Nc1cccc(F)c1)C(=O)c1ccc(COc2ccccc2)cc1	101	100	106	-10	104	75	107	0
65	CCN(CC)c1ccc([C@H]2[C@@H]3CCCC[C@]3(O)CCN2CC(=O)NCc2ccco2)cc1	100	96	99	-14	89	108	98	0
66	CN1CCC(N(C)C(=O)COc2ccc(S(=O)(=O)N3CCOCC3)cc2)CC1	104	99	103	-1	98	93	102	0
67	C=CCOc1ccccc1CN1CCC(Oc2ccc(C(=O)N3CCCC3)cc2)CC1	97	100	101	-98	95	65*	96	2
68	COc1ccccc1-c1nnc2sc(COc3ccc(Cl)cc3)nn12	/	98	85	-4	96	110	89	0
69	CCCn1c(C)nnc1SCC(=O)NC1CCCCC1	98	97	100	13	111	102	98	2
70	Nc1nonc1-c1nc2ccccc2[nH]1	87	96	89	-27	92	89	101	0
